LGR2 inh – inhibitors of bursicon-induced LGR2 CRE-luciferase signal, primary screen, cell-based, HEK293, CRE-luciferase reporter, bursicon stimulation | inhibition, % at 9.99 µM | Drosophila bursicon receptor LGR2 (rickets) | bursicon-stimulated, 4 h | hit rate 0.35% among 380,000;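 active = drop in luminescence signal, shown as inhibition above about 50% in the replicate tests, limit read from the data, passing the limit was not always enough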;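 also: agonist challenge used bursicon conditioned medium at about half maximal strength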
Active calls of the source: *. Some of the compounds tested; rates above refer to the full screens.

LGR2 inh,SMILES
8,Cc1sc(NC(=O)Cc2ccc3c(c2)OCO3)nc1-c1ccc2c(c1)CCN2C(=O)c1ccc(F)cc1
-21,COc1ccc2c3c(n(C)c2c1)[C@H](CO)N(C)CC31CN(S(C)(=O)=O)C1
-8,CCC(C)(C)n1nnnc1C(c1ccccc1F)N1CCC(C(N)=O)CC1 (centres undefined)
-2,COc1cccc(/C=C2\SC(=S)NC2=O)c1OS(=O)(=O)c1ccc(NC(C)=O)cc1
10,Cc1ccccc1OCC(=O)N/N=C/c1cccc(Oc2ccc([N+](=O)[O-])cc2[N+](=O)[O-])c1
-1,CSc1nc(N2CCOCC2)c2c(c1C#N)CC(C)(C)OC2
-37,COc1ccc2c3c(n(C)c2c1)[C@@H](CO)N(C(=O)c1ccccn1)CC31CN(C(C)=O)C1
-19,CNS(=O)(=O)c1cccc(C(=O)OCc2csc(-c3ccccc3)n2)c1
-3,CCOC(=O)Cn1ccc(O)c(Cc2ccc(Cl)cc2Cl)c1=O
-7,CC1CCCCC1NC(=O)CN1CCN(Cc2ccccc2Cl)C1=O (centres undefined)
-5,COc1ccc2c3c(n(C)c2c1)[C@@H](CO)NCC31CCN(S(=O)(=O)c2ccc(C)cc2)CC1
-17,C[C@@H]1CN([C@@H](C)CO)C(=O)c2cc(NC(=O)CCCCCC(=O)Nc3ccccc3N)ccc2O[C@H]1CN(C)CC1CCCCC1
-6,COc1ccc2c3c([nH]c2c1)[C@H](CO)N(C(=O)Nc1ccc(F)cc1)CC31CN(S(C)(=O)=O)C1
-4,CCN(CC)S(=O)(=O)c1ccc(N2CCCC2)c(NS(=O)(=O)c2ccccc2)c1
5,CC(=O)/C(=N\Nc1ccccc1Cl)Sc1cccc2cccnc12
45,CCCN1C/C(=C/c2cccc([N+](=O)[O-])c2)C(=O)/C(=C/c2cccc([N+](=O)[O-])c2)C1
-21,CSc1ncccc1C(=O)NCc1ccc(C)cc1
1,CCNC(=O)COc1ccc(C=O)cc1OC
-7,Cc1ccc(NC(=O)c2cc3c(=O)oc4ccccc4c3s2)nc1
16,COc1ccccc1NC(=O)CSCc1nc2ccccc2[nH]1
-20,S=c1[nH]nc(-c2ccccc2)o1
1,COCCCNC(=O)/C(C#N)=C/c1cccc(NC(=O)c2ccccc2Cl)c1
8,Cc1cccc2cc(CN(C(=O)c3cccs3)c3ccccc3)c(=O)[nH]c12
-25,Cc1ccc(OCCCC(=O)Nc2ccc(N3CCOCC3)cc2)cc1
3,Cc1cc(=O)[nH]c(-n2[nH]c(C)cc2=O)n1
8,CCS(=O)(=O)N1CCC2(CC1)CN(Cc1ccccc1F)[C@H](CO)c1c2c2ccc(OC)cc2n1C
-25,O=[N+]([O-])c1nn(-c2ccccc2)n(O)c1=NCCc1ccccc1
22,O=C(N/N=C/c1c(O)ccc2ccccc12)c1cccc(C(F)(F)F)c1
-5,O=C(Nc1nnc(SCc2ccc(F)cc2)s1)C1CC(=O)N(c2ccc3c(c2)OCCO3)C1 (centres undefined)
12,C=CCOCC(O)CS(=O)(=O)Cc1ccc(Cl)cc1 (centres undefined)
-52,ClC(=C\c1ccccc1)/C=N/N1CCN(c2ccccn2)CC1
-24,CCCc1cc(C(=O)OC)c2ccccc2n1
-3,COc1ccc(-c2nc3ccccc3n2Cc2ccc(C)cc2)cc1
-25,Cc1ccc(SCCNC(=O)/C=C/c2ccc(Cl)cc2)cc1
21,COc1cc(C)nc(N2CCCC(C(=O)Nc3cc(Cl)ccc3OC)C2)n1 (centres undefined)
0,Cn1c(CNC(=O)c2ccco2)nnc1SCC(=O)Nc1ccc(Br)cc1F
3,COn1c(=O)c(=O)n(OC)c2ccccc21
9,O=c1cc(-c2cccc([N+](=O)[O-])c2)[nH][nH]1
-11,CC(C)(C)C(=O)/C=c1\[nH]c(=O)/c(=C\c2ccc(F)cc2)s1
-8,CCCC#Cc1cnc2c(c1)C(=O)N([C@@H](C)CO)C[C@H](C)[C@@H](CN(C)Cc1ccc3c(c1)OCO3)O2
-22,Cc1ccc(-c2noc(CN3CCOCC3)n2)cc1
12,CCN(CCNC(=O)Nc1ccc(Cl)cc1)c1ccccc1
1,COc1ccc(C)cc1N(C(=O)c1ccccc1F)c1nc2ccccc2s1
-6,COc1ccccc1-c1nnc2sc(COc3ccc(Cl)cc3)nn12
-17,CCCNC(=O)N1CC2(CN(C(=O)C3CCC3)C2)c2c([nH]c3cc(OC)ccc23)[C@@H]1CO
-15,CCOC(=O)c1c(CN(C)C)n(-c2ccc(C)cc2)c2cc(Br)c(O)cc12
14,COc1cc(C(=S)N2CCOCC2)ccc1OC(=O)Cc1ccc(F)cc1
-5,Cc1cc(Cl)c(OCCOCCN2CCC(C)CC2)c(Br)c1
10,COc1ccc(N2CCN(c3nc(Cl)nc(Nc4ccc(F)cc4)n3)CC2)cc1
19,COC(=O)c1[nH]c2ccc(C)cc2c1NC(=O)NC1CCCCC1

The results go on:
LGR2 inh,SMILES
7,CC1CN(C(=O)/C=C/c2cccc([N+](=O)[O-])c2)CC(C)O1 (centres undefined)
1,O=[N+]([O-])c1ccc(N/N=C/c2cn(Cc3ccc(F)cc3)c3ccccc23)nc1
-13,CN(C)C(=O)COC(=O)c1ccccc1OCC(=O)Nc1ccc(SC(F)F)cc1
-11,N#C/C(=C/c1ccc(Sc2nc3ccccc3[nH]2)o1)c1ccccc1F
19,O=C(c1cc(-c2ccccc2)nc2ccccc12)N1CCCc2ccccc21
14,O=C(CC(=O)NC1CCCCC1)N/N=C/c1ccccc1Cl
12,CCC(=O)N1CC2(C1)CN(Cc1cccc(Cl)c1)[C@@H](CO)c1c2c2ccc(OC)cc2n1C
20,CN(C)c1ccc(C=C(c2nnnn2-c2ccccc2)c2nnnn2-c2ccccc2)cc1
1,Cc1ccc(CO/N=C/C2=C(Cl)c3ccccc3CC2)cc1
-4,CCOC(=O)c1cn(Cc2ccc(C)cc2)nn1
-9,COc1cc(Cl)ccc1NC(=S)N(CCCN1CCOCC1)Cc1cn(C)c2ccccc12
5,CN(c1ccc(C(=O)NCCSCc2ccccc2)cc1)S(=O)(=O)c1ccccc1
-5,COc1ccc(CN(C)C[C@H]2Oc3ccc(NC(=O)NC4CCCCC4)cc3CC(=O)N([C@H](C)CO)C[C@@H]2C)cc1
-18,Cc1ccc(Nc2nc(N)c([N+](=O)[O-])c(N3CCCC(C)C3)n2)cc1C (centres undefined)
9,CCc1cc2c(=O)n(CC)c(SC(C)C(=O)Nc3c(C)n(C)n(-c4ccccc4)c3=O)nc2s1 (centres undefined)
19,CCn1c(SCc2cc(=O)[nH]c3ccccc23)nnc1C1CC1
-7,COc1ccc(/C=C/C(=O)c2ccc3ccccc3c2O)cc1CN1CCOCC1
-40,COc1ccc(-c2cc(C(=O)NCC(C)C)no2)cc1
9,O=C(Cn1c(=O)n(-c2ccccc2)c(=O)c2oc3ccccc3c21)Nc1ccccc1
-41,Oc1c(C=Nc2cccnc2)sc2ccccc12
10,O=C(Cn1cnc([N+](=O)[O-])n1)N/N=C/c1ccccc1O
-13,O=C(CN1CCN(c2ccccc2Cl)CC1)NC1CCCc2ccccc21 (centres undefined)
21,O=C(CNS(=O)(=O)c1ccccc1)OCC(=O)c1cccc([N+](=O)[O-])c1
3,COc1ccc2c3c(n(C)c2c1)[C@H](CO)N(C(=O)Cc1ccccc1)CC31CCN(C(C)=O)CC1
17,CCCC(C)C(=O)Nc1ccc(Cl)cc1Cl (centres undefined)
3,COc1ccc2c3c([nH]c2c1)[C@@H](CO)N(C(=O)CN(C)C)CC31CCN(CC2CCCCC2)CC1
2,O=C(NCc1ccc2c(c1)OCO2)c1ccc(=O)[nH]c1
7,COc1ccc(Cl)cc1NC(=S)N(CCCN1CCOCC1)Cc1cn(C)c2ccccc12
-17,COc1ccc2c3c(n(C)c2c1)[C@@H](CO)N(CC1CC1)CC31CN(C(=O)c2ccc(F)cc2)C1
0,COc1ccc(/C=N/NC(=O)c2cnccn2)cc1O
9,O=C(c1ccccc1)N1CCN2C(=O)c3ccccc3C12c1ccc(Cl)cc1 (centres undefined)
-5,C=CC12C=CC=CN1C(C(=O)OC)=C(C(=O)OC)C(C(=O)OC)=C2C(=O)OC (centres undefined)
-45,Nc1nc(SCC(=O)Nc2ccccc2)nc2nc3c(cc12)CCCC3
-27,CCCN1C(=O)/C(=C\c2ccncc2)SC1=Nc1ccccc1
-5,Cc1noc(C)c1NC(=O)N(C)C[C@@H]1Oc2ccc(NC(=O)CCCCCC(=O)Nc3ccccc3N)cc2C(=O)N([C@H](C)CO)C[C@H]1C
-147,CCN(CC)c1ccc(/C=C2\C(=O)c3ccc(C(=O)O)cc3C2=O)cc1
6,CC(=O)N(C)c1ccc(NC(=S)Nc2ccccc2)cc1
-2,COCCNC(=O)c1ccc(-n2c(SCc3cc(F)ccc3F)nc3ccccc3c2=O)cc1
-40,COc1ccc(CN2CCn3ncc(C(=O)Nc4ccccc4)c3C2=O)cc1
-37,COc1ccc2c3c(n(C)c2c1)[C@H](CO)N(Cc1nccs1)CC31CN(C)C1
-9,CSc1nc(Cl)c(Cc2ccc(OC(C)C)cc2)c(N2CCOCC2)n1
40,O=C1CC(c2ccc(F)cc2)C2=C(CCCC2=O)N1 (centres undefined)
-2,N#CCC(=N)N1CCN(c2ccccc2Cl)CC1
-18,CC12CCC(C(=O)N(CC(O)CN3CCCCC3)C1=O)C2(C)C (centres undefined)
-18,Cc1cccc(-c2nnc(SCCC(=O)N3CCOCC3)o2)c1
-15,CCOc1ccc(NC(=O)COC(=O)c2c(OC)cccc2OC)cc1
4,CN1CCN(c2oc(-c3cccs3)nc2S(=O)(=O)c2ccccc2)CC1
-9,Cc1ccc(S(=O)(=O)NCC(=O)OCc2csc(-c3ccccc3)n2)cc1
3,CCN(CC)S(=O)(=O)c1ccc(OC)c(NS(=O)(=O)c2ccc(F)cc2)c1
0,CCOC(=O)c1[nH]c(C)c(C(=O)NC2CCN(C(=O)OCC)CC2)c1C

The list goes on:
LGR2 inh,SMILES
2,O=[N+]([O-])c1ccc(Cl)cc1CNc1ccc(F)c(F)c1
-21,Cc1ccc(C(=O)C(C)OC(=O)c2ccccc2[N+](=O)[O-])cc1 (centres undefined)
-2,CC(=O)Nn1cnc2c(c1=O)C1(CCCCC1)Cc1ccccc1-2
18,CCC(=O)N1CC2(C1)CN(Cc1cc(F)ccc1F)[C@H](CO)c1[nH]c3cc(OC)ccc3c12
-24,COC(=O)c1ccc(COc2ccccc2/C=C(\C#N)C(=O)Nc2ccc(C)cc2)cc1
2,Cc1ccc2[nH]c(O)c(N=NC(=O)C3CC3c3ccccc3)c2c1Br (centres undefined)
-11,COc1ccc2c3c([nH]c2c1)[C@H](CO)N(Cc1ccccc1Cl)CC31CCN(C(C)=O)CC1
-3,N#C/C(=C(\O)CCl)c1nnc2n1CCCCC2
9,CCCCNC(=S)N(C)/N=C/c1ccc(OCc2ccc(C(=O)OC)cc2)c(OC)c1
-95,Cc1cc(NC(=O)CSc2nc3c(cc2C#N)CCCC3)no1
-3,O=C(CN1C(=O)C2CC=CCC2C1=O)Nc1nccs1 (centres undefined)
4,CCOC(=O)C/C(C)=N/NC(=O)CN(c1ccc(Br)cc1)S(=O)(=O)c1ccccc1
17,CNS(=O)(=O)c1cnccc1N1CCN(c2cccc(C(F)(F)F)c2)CC1
-1,O=C(/C=C/c1ccccc1)C1C(=O)c2ccccc2C1=O
-3,CCOCC(O)CNc1ccccc1 (centres undefined)
2,CCOC(=O)C1(CC/C(C)=N\NC(N)=O)CC(C)OC1=O (centres undefined)
2,N#C/C(=C\c1cccs1)Sc1nc2ccccc2s1
5,COc1ccc(OC)c2[nH]c(=O)c(CCNC(=O)c3ccc(S(=O)(=O)N4CCCCC4)cc3)cc12
-26,CC(C)(C)OC(=O)NNC(=O)c1ccc(Cl)cc1
-14,O=C(COC(=O)C1CCC(=O)N1)Nc1ccc(Cl)cc1Cl (centres undefined)
-21,COc1cccc(/C=N/Nc2nc(Nc3ccccc3)nc(-n3nc(C)cc3C)n2)c1O
20,Clc1ccc(-c2cn3c(n2)-c2ccccc2C3)cc1Cl
-1,CCC(c1nnnn1Cc1ccc2c(c1)OCO2)N1CCN(c2ccc(F)cc2)CC1 (centres undefined)
-7,COc1ccc2c3c(n(C)c2c1)[C@@H](CO)N(C(=O)c1ccc(F)cc1)CC31CCN(CC2CC2)CC1
-16,O=C(NCCCN1CCOCC1)c1cc2cc(Br)ccc2oc1=O
-10,CCN(CC)C(=S)Nc1cc(C(=O)OC)ccc1C(=O)OC
-8,OC[C@@H]1[C@H](c2ccc(-c3ccccc3F)cc2)[C@H]2CN(Cc3ccncc3)CCCCN12

Entries shown so far that have an NH in an aromatic ring (18):
LGR2 inh,SMILES
-6,COc1ccc2c3c([nH]c2c1)[C@H](CO)N(C(=O)Nc1ccc(F)cc1)CC31CN(S(C)(=O)=O)C1
16,COc1ccccc1NC(=O)CSCc1nc2ccccc2[nH]1
-20,S=c1[nH]nc(-c2ccccc2)o1
8,Cc1cccc2cc(CN(C(=O)c3cccs3)c3ccccc3)c(=O)[nH]c12
3,Cc1cc(=O)[nH]c(-n2[nH]c(C)cc2=O)n1
9,O=c1cc(-c2cccc([N+](=O)[O-])c2)[nH][nH]1
-11,CC(C)(C)C(=O)/C=c1\[nH]c(=O)/c(=C\c2ccc(F)cc2)s1
-17,CCCNC(=O)N1CC2(CN(C(=O)C3CCC3)C2)c2c([nH]c3cc(OC)ccc23)[C@@H]1CO
19,COC(=O)c1[nH]c2ccc(C)cc2c1NC(=O)NC1CCCCC1
-11,N#C/C(=C/c1ccc(Sc2nc3ccccc3[nH]2)o1)c1ccccc1F
19,CCn1c(SCc2cc(=O)[nH]c3ccccc23)nnc1C1CC1
3,COc1ccc2c3c([nH]c2c1)[C@@H](CO)N(C(=O)CN(C)C)CC31CCN(CC2CCCCC2)CC1
2,O=C(NCc1ccc2c(c1)OCO2)c1ccc(=O)[nH]c1
0,CCOC(=O)c1[nH]c(C)c(C(=O)NC2CCN(C(=O)OCC)CC2)c1C
18,CCC(=O)N1CC2(C1)CN(Cc1cc(F)ccc1F)[C@H](CO)c1[nH]c3cc(OC)ccc3c12
2,Cc1ccc2[nH]c(O)c(N=NC(=O)C3CC3c3ccccc3)c2c1Br (centres undefined)
-11,COc1ccc2c3c([nH]c2c1)[C@H](CO)N(Cc1ccccc1Cl)CC31CCN(C(C)=O)CC1
5,COc1ccc(OC)c2[nH]c(=O)c(CCNC(=O)c3ccc(S(=O)(=O)N4CCCCC4)cc3)cc12
